USP1-UAF1 inh: USP1/UAF1 (human) deubiquitinase inhibition; O94782; recombinant USP1/UAF1, Ub-Rhodamine cleavage fluorescence; Potency, µM (series often up to 57.1 µM), for inactives: at the highest dose activity change, negative = inhibition, actives largely listed as inhibitors; 390,000 compounds, 0.23% hits; note: potency is the fitted concentration of half-maximal effect; % is set by controls: 0 for no effect and ±100 for the full control effect; nearly all actives have a fitted effect of over 60% in size; inactives centre near -12
Target sequence (O94782 whole entry, looked up): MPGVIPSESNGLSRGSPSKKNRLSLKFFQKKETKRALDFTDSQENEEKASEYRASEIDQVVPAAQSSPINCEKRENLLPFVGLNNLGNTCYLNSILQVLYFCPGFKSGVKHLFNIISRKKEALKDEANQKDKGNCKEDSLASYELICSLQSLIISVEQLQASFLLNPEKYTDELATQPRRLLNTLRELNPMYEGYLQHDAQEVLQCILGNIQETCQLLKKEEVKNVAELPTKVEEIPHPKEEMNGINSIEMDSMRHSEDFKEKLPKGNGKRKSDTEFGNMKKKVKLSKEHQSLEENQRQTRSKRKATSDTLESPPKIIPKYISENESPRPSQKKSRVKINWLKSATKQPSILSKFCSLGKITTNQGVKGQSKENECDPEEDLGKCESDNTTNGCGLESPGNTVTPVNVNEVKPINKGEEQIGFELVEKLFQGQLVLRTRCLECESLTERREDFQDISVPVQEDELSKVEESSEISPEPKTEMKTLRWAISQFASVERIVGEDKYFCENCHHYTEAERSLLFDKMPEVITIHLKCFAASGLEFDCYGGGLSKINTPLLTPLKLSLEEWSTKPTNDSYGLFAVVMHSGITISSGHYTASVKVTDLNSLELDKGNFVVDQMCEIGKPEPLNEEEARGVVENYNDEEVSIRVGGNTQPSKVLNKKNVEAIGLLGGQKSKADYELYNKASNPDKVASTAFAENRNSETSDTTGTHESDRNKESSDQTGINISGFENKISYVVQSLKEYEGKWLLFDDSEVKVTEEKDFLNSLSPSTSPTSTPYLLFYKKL
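USP1/UAF1 complex at 1 nM was preincubated with compound for 15 min at room temperature, then Ub-Rho substrate (150nM final) was added. Fluorescence (480/540 nm) was read kinetically, 6 reads every 60 seconds.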
TrxR1 substrate: is turned over as a substrate by rat TrxR1 | purified TrxR1 substrate turnover, NADPH consumption readout | Potency, µM (top dose mostly 114 µM), without a hit: at the top dose activity change, negative = substrate turnover | 390,000 compounds, 0.01% hits; note: potency is the fitted concentration of half-maximal effect; % is set by controls: 0 for no effect and ±100 for the full control effect; nearly all actives have a fitted effect of over 50% in size
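Rat TrxR1, dispensed at 90 nM, was prereduced with 400 uM NADPH (final) for 5 min at ~22 deg C, then incubated with compound 15 min before 400 uM selenite. A first-read NADPH fluorescence drop versus no-compound background flagged substrates.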
Glioma ERSR ind: ER stress response induction in glioma | U87-MG GRP78 promoter luciferase reporter, 16 h | Potency, µM, inactives show top-dose activation, hits mostly activators | 420,000 compounds, 0.02% hits | AID 602332; note: potency is the fitted concentration of half-maximal effect; series mostly up to about 76 µM; % of control where 0% means no effect; nearly all actives have a fitted effect of over 35% in size
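ERSR induction read as luciferase luminescence (Bright-Glo, 10 min at room temperature) in stably transfected human U87-MG glioma cells exposed to compounds for 16 h, using GRP78 as sensor.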
LDHA block: blocks human lactate dehydrogenase A | P00338 | purified LDHA, NADH/diaphorase-resazurin fluorescence; hits give low values | activity change, % (values are at about 110 or 230 µM) | 480,000 compounds, 0.15% hits | AID 1347041; in the data active = activity change below about -30%; inconclusive = mostly about -25% to -30%;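 note: plate controls were DMSO wells for no effect and wells without enzyme for full effect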
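LDH5 2 nM; NADH 0.06 mM, pyruvate 0.2 mM; 200 mM Tris pH 7.4, EDTA, Tween-20; 5 min RT. Detection: diaphorase 0.133 mg/mL + resazurin 37 µM, fluorescence ex540/em590 at 0 and 20 min; normalized to enzyme-free and DMSO wells.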
Vif-A3G inh: inhibitors of Vif-APOBEC3G interaction. HeLa A3G-eYFP + Vif (tagged APOBEC3G with the HIV-1 protein that degrades it), YFP fluorescence, overnight. Potency, µM (highest dose often 46.1 µM), without a hit: at the top dose activity, negative = active, hits mostly inhibitors. Q9HC16. AID 602310. 410,000 compounds, 0.076% hits;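 note: potency is the fitted concentration of half-maximal effect; % is set by controls: 0 for no effect and ±100 for the full control effect; nearly all actives have a fitted effect of over 60% in size; hits raise eYFP signal because A3G escapes Vif-driven loss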
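HeLa cells stably expressing Vif and C-terminally eYFP-tagged A3G, seeded overnight at 37 deg C, then exposed to compound by pintool overnight at 37 deg C. Rise in yellow fluorescence (Ex 488/Em 500-530, Acumen) marks blocked Vif-driven A3G degradation.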
RGS4 inh: inhibitors of human regulator of G protein signaling 4; 390,000 compounds, 0.039% hits; Transcreener GDP fluorescence polarization, RGS4-accelerated GTP hydrolysis; P49798; Potency, µM (series often up to 114 µM), for inactives: at the highest dose activity change, negative = inhibition, hits mostly inhibitors; note: potency is the fitted concentration of half-maximal effect; % is set by controls: 0 for no effect and ±100 for the full control effect; nearly all actives have a fitted effect of over 75% in size; some results filed as inactive show a strong effect at the top dose
Target sequence (P49798 whole entry, looked up): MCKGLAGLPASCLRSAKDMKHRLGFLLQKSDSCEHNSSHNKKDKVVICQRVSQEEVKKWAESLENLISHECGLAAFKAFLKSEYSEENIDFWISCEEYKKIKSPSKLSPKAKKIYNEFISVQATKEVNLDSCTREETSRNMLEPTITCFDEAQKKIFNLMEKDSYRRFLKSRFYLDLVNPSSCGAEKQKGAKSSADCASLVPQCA
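MLSMR compounds (23 nl, pin-transferred) preincubated 10 min at room temperature with a 500nM (2x) first reagent, then RGS4 at 900nM (2x) plus Transcreener GDP mix added; fluorescence polarization (620/688 nm) read before and after 90 min at 30 °C.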
Vif-A3F inh: Vif-A3F binding inhibition; 390,000 compounds, 0.2% hits; Potency, µM (doses to about 46.1 µM), without a hit: top-dose activity, negative = active; HeLa A3F-eYFP + Vif (tagged APOBEC3F with the HIV-1 protein that degrades it), YFP fluorescence increase; note: potency is the fitted concentration of half-maximal effect; % of control where 0% means no effect; nearly all actives have a fitted effect of over 65% in size
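Fluorescence increase (Ex 488/Em 500-530) after overnight compound treatment at 37 deg C flags inhibition of Vif-driven A3F-eYFP loss in stable HeLa A3F-eYFP/Vif cells seeded overnight beforehand.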
IDH1 R132H inh: human IDH1 R132H inhibition; Potency, µM (highest dose often 76.6 µM), for the others: top-dose activity change, negative = inhibition, hits mostly inhibitors; 390,000 compounds, 0.093% hits; IDH1-R132H enzyme, NADPH consumption, diaphorase/resazurin fluorescence; O75874; note: potency is the fitted concentration of half-maximal effect; % is set by controls: 0 for no effect and ±100 for the full control effect; nearly all actives have a fitted effect of over 65% in size
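IDH1-R132H (0.5 ug/mL) preincubated 30 min with compound, then NADPH (0.016 mM) and alpha-KG (2 mM) added; 80 min at RT, pH 7.5. Remaining NADPH coupled via diaphorase/resazurin to fluorescence (540/590 nm); concentration-response curves normalized to no-enzyme control.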
TrxR1 inh: blocks rat thioredoxin reductase 1; Potency, µM (titrated, usually from 114 µM), without a hit: top-dose activity change, negative = inhibition, hits mostly inhibitors; 390,000 compounds, 1% hits; recombinant rTrxR1, NADPH fluorescence consumption, selenite substrate; note: potency is the fitted concentration of half-maximal effect; % is set by controls: 0 for no effect and ±100 for the full control effect; nearly all actives have a fitted effect of over 65% in size
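Rat TrxR1 (90 nM in the dispensed reagent) was pre-reduced with 400 uM NADPH for 5 min at room temperature, then incubated with compound for 15 min. After 400 uM selenite was added, NADPH fluorescence (Ex 340/Em 450 nm) was followed for 8 min.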
* hit, by the source's call; ? = inconclusive; . = not tested or not shown; & = joins results of further samples; [ ] = dose if it differs, or a comment. Unless noted, calls come from the whole dose curve; as a rule, active = well fitted curve in the direction sought with a large enough effect; inconclusive = small, poorly fitted or top-dose-only effect, or another doubt; inactive = no such curve, though single readings can be large; an effect the other way counts as inactive or inconclusive. These rows are one share of the data (hit frequency here may not be typical).

SMILES	USP1-UAF1 inh	TrxR1 substrate	Glioma ERSR ind	LDHA block	Vif-A3G inh	RGS4 inh	Vif-A3F inh	IDH1 R132H inh	TrxR1 inh
CCO[C@H]1OC(C(=O)NCc2nc3ccccc3[nH]2)=C[C@@H](C2CC2)[C@@H]1CCCO	-24%	3%[57.1 µM]	-5%	-1	?	11%	-13%	3%	27%[57.1 µM]
COC(=O)c1[nH]c2cccc(C)c2c1NC(=O)CN1CCN(C(=O)c2ccco2)CC1	-8%	17%[57.1 µM]	1%	-5	1%	32%	-4%	7%	19%[57.1 µM]
OCCCNC(=S)Nc1ccc(Nc2ccccc2)cc1	-16%	-3%	-2%	-4	4%	-23%	0%	2%	12%[57.1 µM]
CCc1ccc(NC(=O)C2CCN(S(=O)(=O)c3c(C)noc3/C=C/c3ccco3)CC2)cc1	2%	-6%	1%	-9	-3%	?	0%	-13%	-7%
COC(=O)CN1C(=O)Nc2ccc(Cl)cc2C1c1ccccc1 (stereo not given)	-12%	-5%	-2%	-8	-7%	23%	-1%	-11%	3%
CCc1nnc(NC(=O)CSc2nc(-c3ccccc3)nc3ccccc23)s1	-21%	-10%	-3%	-2	2%	-28%	-13%	0%	-11%
CSC1=NCCN1S(=O)(=O)c1ccc(C)cc1	-10%	-2%	-2%	-1	0%	2%	0%	-10%	27%
COc1cnn(-c2ccccc2)c(=O)c1OC	-10%	0%[57.1 µM]	-4%	-11	1%	-4%	-14%	14%	-9%[57.1 µM]
CCOc1ncccc1C(=O)Nc1cc(S(=O)(=O)N2CCCCC2)ccc1Cl	-6%	5%	-1%	-9	-1%	?	-10%	6%	21%
Cc1cc2ncn(CCC(=O)NC(C)(C)C)c2cc1C	-5%	-21%[57.1 µM]	0%	-2	-6%	-9%	-7%	7%	16%[57.1 µM]
Nc1cccc(Oc2ccc3c(c2)C(=O)N(CC2CCCO2)C3=O)c1 (stereo not given)	-16%	-6%	-1%	-1	0%	21%	0%	-2%	19%
Nc1c(Cl)ncnc1N/N=C/c1cccc(O)c1	-12%	-4%	9%	1	0%	18%	-6%	2%	1%
CCS(=O)(=O)c1nc(S(=O)(=O)c2ccc(Cl)cc2)c(NCCOC)s1	-19%	-5%	-2%	0	7%	-7%	7%	2%	9%
CCOC(=O)c1c(C)c(-c2ccccc2)n(CC(=O)Nc2cccc(F)c2)c1C	?	3%	-1%	-3	-4%	9%	-2%	-9%	19%
NC(=O)c1sc2nc(-c3ccco3)ccc2c1N	-17%	7%	-2%	5	?	-51%	?	3%	45µM*
Clc1ccc(C2Nc3cccc4cccc(c34)N2)cc1	-25%	5%	2%	2	-8%	?	23%	4%	35µM*
Cc1cc(C)c(C)c(S(=O)(=O)N2CCN(c3ccc(O)cc3)CC2)c1C	-16%	-7%[57.1 µM]	1%	9	1%	?	8%	7%	21%[57.1 µM]
CC(=O)N/C(=C\c1ccccc1)C(=O)Nc1ccccc1C	-10%	-2%	2%	-5	1%	3%	-7%	2%	5%
CN(CC(=O)NC(=O)NCc1ccccc1)CC(=O)Nc1ccc(Cl)c(Cl)c1	-24%	-13%	-4%	0	2%	-5%	1%	1%	-1%
Cc1ccc(NC(=O)c2ccc(S(=O)(=O)N3CC(C)CC(C)C3)cc2)cc1S(=O)(=O)N1CCOCC1 (stereo not given)	-2%	7%	-6%	-5	-1%	0%	-8%	-4%	39%[activator]
CN(CCC#N)C(=O)COC(=O)c1ccc(CNS(=O)(=O)c2ccc(F)c(Cl)c2)cc1	-20%	-8%	-4%	-7	0%	-12%	1%	3%	-2%
COc1ccc2c(c1)[nH]c1c(=O)n(CC3CCCO3)cnc12 (stereo not given)	0%	2%[57.1 µM]	1%	6	2%	5%	-13%	-5%	-13%[57.1 µM]
Cc1ccc(S(=O)(=O)Nc2ccc3nc(-c4ccc(F)cc4)oc3c2)cc1	-31%	15%	.	2	.	3%	.	.	44%
CCOC(=O)c1c(C)[nH]c(C)c1C(=O)Cn1nnc(-c2ccccc2C)n1	-15%	-1%	1%	-7	2%	13%	-2%	0%	9%
CC1(C)C(=O)C=C(N2CCCCC2)c2ccccc21	-23%	.	-5%	1	0%	.	1%	8%	.

(more compounds)
SMILES	USP1-UAF1 inh	TrxR1 substrate	Glioma ERSR ind	LDHA block	Vif-A3G inh	RGS4 inh	Vif-A3F inh	IDH1 R132H inh	TrxR1 inh
O=C(O)c1ccccc1C(=O)Nc1ccccc1NC(=O)c1ccccc1C(=O)O	-13%	10%[57.1 µM]	-7%	17	-1%	-8%	-28%	12%	27%[57.1 µM]
C[N+]12CCC(CC1)C(OC(=O)C(O)(c1ccccc1)c1ccccc1)C2 (stereo not given)	-26%	4%	-3%&-5%	-7	2%	-10%	2%	-6%	16%
Cc1ccc(S(=O)(=O)NC(CC(C)C)C(=O)N2CCN(C/C=C/c3ccccc3)CC2)cc1 (stereo not given)	-23%	0%	-3%	1	8%	-25%	0%	12%	13%
CCOC(=O)N1CCN(C(=O)c2ccc(N(Cc3ccc(C)cc3)S(C)(=O)=O)cc2)CC1	-6%	1%	-4%	-3	0%	3%	-7%	13%	19%
COc1ccc2nc(NC(=O)CSc3cn[nH]n3)sc2c1	-10%	3%[57.1 µM]	-5%	-9	-8%	-6%	0%	-9%	11%[57.1 µM]
COc1ccc(N2CCN(S(=O)(=O)c3ccc(OC)c(C(=O)N4CCCC4)c3)CC2)cc1	-16%	-8%[57.1 µM]	10%	1	-1%	-17%	?	5%	41%[57.1 µM]
COc1ccccc1CCNS(=O)(=O)c1cn(C)nc1C	-11%	0%	2%	-11	2%	19%	-4%	-7%	20%
Cc1ccc(C(C#N)N2CCOCC2)cc1 (stereo not given)	-24%	0%	-1%	-6	-5%	-5%	0%	9%	8%
C[C@H](NC(=O)C1CCN(S(=O)(=O)c2ccccc2)CC1)C(=O)NCc1ccc(F)cc1	-6%	0%	-4%	-3	1%	3%	7%	0%	8%
O=C(c1cnsn1)N1CCCC(Nc2ccc(F)c(F)c2)C1 (stereo not given)	-8%	5%[57.1 µM]	-5%	3	1%	7%[56.9 µM]	6%	-3%	19%[57.1 µM]
COc1ccccc1/C=N/N(C(C)=O)c1nc(-c2ccc(F)cc2)cs1	-11%	24%[57.1 µM]	-3%	4	-9%	-49%	-14%	7%	31%[57.1 µM]
Nc1nonc1C(=O)NCCNCc1c(OCc2ccccc2F)ccc2ccccc12	-14%	9%	-2%	-7	-1%	1%	5%	3%	26%
O=C(NCc1ccco1)c1ccc(Cn2cc([N+](=O)[O-])cn2)o1	-4%	-1%	-1%	-9	0%	9%	-6%	5%	4%
O=[N+]([O-])c1ccc(NC(=S)NCc2ccncc2)cc1	-17%	-4%[57.1 µM]	-4%	-8	3%	0%	21%	13%	-4%[57.1 µM]
COC(=O)c1cn(C(=O)c2cc(OC)cc(OC)c2)c2ccccc12	-6%	-3%[57.1 µM]	-2%	-5	-12%	20%	6%	4%	16%[57.1 µM]
CN(C(=O)/C=C/c1cnc2ccccc2c1)C1CCCCC1	-8%	-14%	-11%	-12	8%	4%	8%	0%	-11%
COC(=O)c1c(C(C)=O)cnc2ccc(Br)cc12	-9%	-4%	2%	-5	-1%	17%	-8%	1%	3%
O=C(Cc1ccccc1)N1CCN=C1SCc1cccc([N+](=O)[O-])c1	-1%	10%[57.1 µM]	-6%	-2	0%	-16%	8%	-3%	31%[57.1 µM]
CCN1C(=O)c2cccc3c(S(=O)(=O)Nc4ccccc4OC)ccc1c23	-16%	-9%	-3%	6	-9%	-16%	7%	1%	-1%
O=C(NCc1cccc(Cl)c1)C1CCN(c2nnc(N3CCCC3=O)s2)CC1	-19%	1%[57.1 µM]	1%	-3	0%	3%	-6%	27%	20%[57.1 µM]
CC(/C=N/NC(=O)c1ccncc1)=C\c1ccco1	-13%	-18%	3%	-1	-10%	-6%	-12%	6%	-16%
COC(=O)c1ccc(CSc2nnc(-c3c[nH]c4ccccc34)n2C)o1	-14%	-3%[57.1 µM]	-2%	-4	0%	5%	-1%	-6%	7%[57.1 µM]
Cc1ccc(C(=O)N/N=C\c2ccncc2)s1	-7%	-3%	2%	1	1%	14%	3%	-6%	22%
CC(=O)Nc1nc(-c2ccccc2)c(-c2ccccc2)o1	-12%	-4%[57.1 µM]	-2%	-1	-5%	-42%	-28%	11%	29%[57.1 µM]
O=C(COc1ccc(Nc2ccccc2)cc1)OCC(=O)N1CCCCC1	-2%	3%[57.1 µM]	-6%	-2	-2%	-14%[56.9 µM]	-25%	-1%	10%[57.1 µM]
O=C(Nc1ccncc1)c1cccs1	-6%	4%	0%	1	-1%	-32%	-6%	-2%	-5%

By substructure, those above containing a cyano group
SMILES	USP1-UAF1 inh	TrxR1 substrate	Glioma ERSR ind	LDHA block	Vif-A3G inh	RGS4 inh	Vif-A3F inh	IDH1 R132H inh	TrxR1 inh
CN(CCC#N)C(=O)COC(=O)c1ccc(CNS(=O)(=O)c2ccc(F)c(Cl)c2)cc1	-20%	-8%	-4%	-7	0%	-12%	1%	3%	-2%
Cc1ccc(C(C#N)N2CCOCC2)cc1 (stereo not given)	-24%	0%	-1%	-6	-5%	-5%	0%	9%	8%

Source: PubChem BioAssay
